# S3 lipid droplet: qHTS Assay for Lipid Storage Modulators in Drosophila S3 Cells; Drosophila S3 cells, BODIPY lipid droplet fluorescence, 18-24 h; cells fed with added oleic acid; lipid storage change, negative = inhibition, % at the top dose, mostly 46.1 µM; hits show Potency in µM; 0.64% of 320,000 active; active = well fitted inhibition curve with a large enough effect in the signal ratio, with a control signal flat, not every such curve was filed as active; inconclusive = small, poorly fitted or top-dose-only effect, or effect the other way, or a change in a side signal; the % refers to the signal ratio
#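 Drosophila S3 cells loaded with oleic acid (400 uM, as added) and compounds at several concentrations; lipid droplets imaged by 488-nm laser-scanning cytometry, 500–530 nm intensity and object ratio to cell channel. Percent activity normalized to 20 uM Triacsin C.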
# S3 lipid droplet cell count max: also measured in S3 lipid droplet; calls as there; cell number change, %; measured here: cell count max response;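 cells counted by Cell Tracker Red CMTPX staining in the red channel; peak over a dose series mostly up to 46.1 µM; percent activity relative to internal control wells on each plate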
# An asterisk follows results filed as active; i = inactive; ? = inconclusive; . = not tested or not shown; [ ] = another dose, or the depositor's remark. % is set by controls: 0 for no effect and ±100 for the full control effect; potency is the fitted concentration of half-maximal effect.
# Every second line gives: S3 lipid droplet	S3 lipid droplet cell count max
> COc1ccc(CCNC(=O)c2ccc3nc[nH]c3c2)cc1
→ ?	.
> CCC(=O)NNc1nc2c(C)cc(C)cc2s1
→ ?	.
> CCN(CC(=O)Nc1ccc(NC(C)=O)cc1)C(=O)CCN1C(=O)C2CC=CCC2C1=O (centres undefined)
→ ?	.
> COc1cccc(C(=O)Nc2ccccc2C(=O)NC2CC2)c1
→ ?	.
> Cc1ccc(C(=O)O/N=C2\CC3CCC2(C)C3(C)C)cc1 (centres undefined)
→ ?	.
> COc1cccc(N2CCN(C3CC(=O)N(c4cccc(Cl)c4)C3=O)CC2)c1 (centres undefined)
→ 15%	-17
> N/C(=N\OC(=O)c1ccc(Cl)cc1Cl)c1ccncc1
→ ?	.
> COc1ccc(N2C(=O)CC(NNC(=O)c3ccco3)C2=O)cc1 (centres undefined)
→ -8%	0
> CSCCC(NC(=O)c1ccccc1)C(=O)NCC(C)(C)N1CCOCC1 (centres undefined)
→ -11%	-5
> C=CCC(C(=O)NC(C)c1ccccc1)C(=O)NC(C)c1ccccc1 (centres undefined)
→ ?	.
> O=S(=O)(NCc1csc(-c2cccnc2)n1)c1ccc(Cl)s1
→ ?	.
> Cc1cccc(NC(=O)c2ccc(S(=O)(=O)N(C)C)cc2)n1
→ ?	.
> Cc1cc(=O)cc(C)n1-c1ccccc1N1CCOCC1
→ ?	.
> OC(COc1ccc(F)cc1Cl)CN1CCc2ccccc2C1 (centres undefined)
→ ?	.
> CCCCNC(=S)NCC(c1ccccc1)c1c[nH]c2ccccc12 (centres undefined)
→ -13%	12
> Cc1ccc(Cn2c(=N)c(C(=O)NCC3CCCO3)cc3c(=O)n4cccc(C)c4nc32)cc1 (centres undefined)
→ ?	.
> O=C(c1cnn(C(=O)CN2CCCC2=O)c1)c1ccccc1O
→ 4%	10
> Cc1cccc(NC(=O)CCCn2cc([N+](=O)[O-])cn2)n1
→ -11%	4
> Cc1cc(C(=O)NC2CCCc3c2cnn3-c2ccc(C)c(C)c2)no1 (centres undefined)
→ ?	.
> CCN(CC)S(=O)(=O)c1ccc2c(c1)nc(CCC(=O)Nc1ccc3c(c1)OCO3)n2CC
→ ?	.
> O=C(NCC(=O)N1CCCC1C(=O)O)OC1CCCCC1 (centres undefined)
→ 9%	20
> O=C(c1ccc(OCCN2CCCCC2)cc1)c1c(-c2ccc(O)cc2)sc2cc(O)ccc12
→ 0%	-2
> Nc1nn(-c2cccc(F)n2)cc1-c1ccccc1
→ ?	.
> Cc1[nH]c(=O)[nH]c(=O)c1S(=O)(=O)NCCOC12CC3CC(CC(C3)C1)C2
→ -10%	-12
> O=C(COC(=O)c1cn(-c2ccccc2)nc1-c1ccccc1)Nc1ncc(Cl)cc1Cl
→ ?	.
> O=c1c2cc(Cl)cc(Cl)c2nc2n1CCC2
→ ?	.
> Cc1cc(C)cc(OCC(=O)Nc2ccc3c4c(cccc24)CC3)c1
→ ?	.
> COc1ccc(CCN2CC(C(=O)Nc3cc(F)ccc3F)CC2=O)cc1OC (centres undefined)
→ ?	.
> Clc1cccc(Cl)c1Cn1ccc(C2CC2)n1
→ ?	.
> O=C(Nc1cccc(Cl)c1)c1ccc(S(=O)(=O)NCC2CCCO2)cc1 (centres undefined)
→ ?	.

# Next section
# Every second line gives: S3 lipid droplet	S3 lipid droplet cell count max
> O=C(NCCn1c(-c2ccncc2)nc2ccccc21)[C@H]1CCCN1c1nc(CN2CCCCC2)cs1
→ 6%	14
> COc1ccc(Cn2c(O)c(C=Nc3ccc(O)cc3)c3ccccc3c2=O)cc1
→ ?	.
> CCC1CCCCN1CCCNC(=O)c1ccc2c(c1)N(Cc1ccc(F)cc1)C(=O)c1ccccc1S2=O (centres undefined)
→ ?	.
> CC1(C)Oc2ccc3ccc(=O)oc3c2/C(=C/NCCN/C=C2\C(=O)C(C)(C)Oc3ccc4ccc(=O)oc4c32)C1=O
→ ?	.
> COc1ccc(N(C(=O)CNC(=O)c2ccco2)C(C(=O)NC2CCCC2)c2cccnc2)cc1 (centres undefined)
→ i	30
> Cc1nnc(SCC(=O)N2CCC(Cc3ccccc3)CC2)n(N)c1=O
→ i	.
> CCc1nc(Cl)c(C#N)c2c1CSC(C)(C)C2
→ 5%	3
> CCOC(=O)CC1COCCN1C(=O)c1cc(COc2ccc(F)cc2Cl)on1 (centres undefined)
→ ?	.
> O=C(Nc1ccccc1)C1COc2ccccc2O1 (centres undefined)
→ ?	.
> Cn1c(=O)n(C)c2cc(N3CCCC3)c(NC(=O)c3cccc(F)c3)cc21
→ ?	.
> CCCS(=O)(=O)N1CCCC(C(=O)NCCN2CCOCC2)C1 (centres undefined)
→ ?	.
> COc1ccc(Nc2ncnc3sc(C)cc23)c(OC)c1
→ 6%	-5
> CCOc1ccc(CC(=N)C2=C(O)CC(C)(C)CC2=O)cc1OCC
→ 15%	-2
> CCOC(=O)C1CCCN(C(=O)/C=C/c2ccc(Cl)cc2)C1 (centres undefined)
→ ?	.
> Cc1ccc(OCC(=O)Nc2ccc3c(c2)nc2n3CCOC2)cc1
→ ?	.
> Cc1ccc(NC(=O)CSc2nc(C)c(Cc3ccccc3)c(=O)[nH]2)cc1C
→ ?	.
> O=S(=O)(NCCCN1CCN(c2ccccc2F)CC1)c1cccc2cccnc12
→ 8%[9.22 µM]	15
> CCN(CC)CCN1C(=O)C2C(C(=O)Nc3cccc(C)c3)C3C=CC2(O3)C1C(=O)NC1CCCC(C)C1C (centres undefined)
→ ?	.
> COc1cccc(N2C(=O)CC(N3CCN(S(=O)(=O)c4ccccc4)CC3)C2=O)c1 (centres undefined)
→ 3%	-12
> Cc1cccc(C(=O)NC(=S)Nc2ccc(S(=O)(=O)N3CCN(C)CC3)cc2)c1
→ ?	.
> Cc1nonc1OCCN1CCN(c2ccccc2[N+](=O)[O-])CC1
→ ?	.
> Cc1cc(=O)oc2cc(OC(=O)C3CCN(C(=O)c4ccc(F)cc4)CC3)ccc12
→ i	6
> CC1(C(=O)NCC2CCCO2)Oc2cccnc2NC1=O (centres undefined)
→ -7%	2
> CC1(C)Cc2c(sc(NC(=O)C(=O)NCC3CCCO3)c2C(N)=O)CO1 (centres undefined)
→ i	-4
> CCCNC(=O)Cn1c(-c2ccc(F)cc2)cc(C(=O)OCC)c1C
→ -13%	-7
> Cc1cc(C)c(C(=O)COC(=O)CNC(=O)c2ccccc2C)c(C)c1
→ ?	.
> CSc1cccc(NC(=O)C2CCCN2S(=O)(=O)c2ccc3c(c2)CCC(=O)N3)c1 (centres undefined)
→ ?	.
> COc1ccc(C)cc1S(=O)(=O)N1CCCCC1
→ 9%	7
> O=C(COc1cccc(F)c1)Nc1ccc2[nH]c(=O)[nH]c2c1
→ ?	.
> Fc1ccc(NC(=S)Nc2ccc(F)c(Cl)c2)cc1Cl
→ ?	.

# Next entries follow.
# Every second line gives: S3 lipid droplet	S3 lipid droplet cell count max
> Cc1ccc(NC(NC(=O)c2ccccc2[N+](=O)[O-])C(Cl)(Cl)Cl)cc1 (centres undefined)
→ ?	.
> COc1ccc(-c2cc3c(=O)n(CC(=O)NCc4ccc(C)cc4)ncn3n2)cc1
→ ?	.
> CCOC(=O)c1cc(-c2ccccc2)sc1NC(=O)C(C)(C)C
→ -13%	-4
> Nc1c(C(=O)c2ccc(F)cc2)oc2ccccc12
→ -4%	-20
> CCN(CC)c1ccc(S(=O)(=O)N2CCOCC2)cc1NC(=O)CSc1nnc(N)s1
→ ?	.
> C[C@H](O)Cc1cn(-c2cc3cc(C#Cc4ccsc4)ccc3oc2=O)nn1
→ ?	.
> CC1CCCCN1Cc1c(O)ccc2c(=O)c(-c3ccc(Cl)cc3Cl)coc12 (centres undefined)
→ 0%	-3
> CSc1ncc(C(=O)Nc2cc(C)ccc2C)c(C)n1
→ 7%	24
> CCN1C(Nc2ccccc2)=NC[C@@H]1CC(C)C
→ ?	.
> Cc1nn(-c2ccccc2)c(C)c1/C=C/C(=O)OCC(=O)Nc1ccc(S(N)(=O)=O)cc1
→ 41%	2
> Cc1nnc(NC(=O)CSc2nnc(-c3ccc(S(=O)(=O)N4CCCC4)cc3)n2C)s1
→ 0%	2
> COc1ccc2nc(-c3ccccc3)cc(C(=O)OCC(=O)N3CC(C)OC(C)C3)c2c1 (centres undefined)
→ ?	.
> COC(=O)C1=C(C)NC(C)=C(C(=O)OC)C1c1ccco1
→ 1%	7
> Cc1cc(NCC(C)C)n2ncnc2n1
→ ?	.
> COC(=O)C1(C#N)C(c2ccccc2)C1(C(=O)OC)C(=O)OC (centres undefined)
→ ?	.
> O=S(=O)(Nc1cccnc1Cl)c1ccc2c(c1)OCCO2
→ ?	.
> CCc1noc(C)c1C(=O)Nc1nc(-c2ccc(F)cc2)c(C)s1
→ 1%	15
> CC(=O)Nc1cccc(/C(C)=N\NC(=O)c2ccc(Cn3nc([N+](=O)[O-])c(Cl)c3C)o2)c1
→ ?	.
> COc1ccc(NC(=O)c2ccc(-n3nc(C)c[n+]3[O-])cc2)cc1
→ i	5
> COc1ccccc1C(=O)n1nc(-c2ccccc2)nc1N
→ i	.
> OC(COCc1cccs1)CN1CCN(c2ccccc2Cl)CC1 (centres undefined)
→ -5%	-19
> CN(C)c1ccc(/C=C(\C#N)c2ccccc2)cc1
→ ?	.
> Cc1ccc(Nc2nc(N)nc(CSC(=S)N3CCOCC3)n2)cc1
→ ?	.
> O=C(c1ccco1)N1CCN(C(=O)C2CCCc3c2[nH]c2ccc(Cl)cc32)CC1 (centres undefined)
→ ?	.
> O=C(N/C(=C\c1ccc(O)cc1)C(=O)N1CCCCC1)c1ccccc1
→ -15%	-13
> Cc1oc2ccc(OCc3ccc(Cl)cc3)cc2c1C(=O)O
→ ?	.
> O=C(COC(=O)c1ccc(Cl)c(Cl)c1)Nc1cccnc1Cl
→ ?	.
> COc1ccccc1N1CCN(/N=C\c2cccnc2)CC1
→ ?	.
> COc1ccc(Cc2nc(-c3ccccn3)no2)cc1
→ ?	.
> COc1ccc(S(=O)(=O)N2CC(C(=O)O)Oc3ccccc32)cc1 (centres undefined)
→ -6%	15

# Reprinted at random: 5 entries already listed, in no set order.
# Every second line gives: S3 lipid droplet	S3 lipid droplet cell count max
> CCOC(=O)c1cc(-c2ccccc2)sc1NC(=O)C(C)(C)C
→ -13%	-4
> COc1ccccc1C(=O)n1nc(-c2ccccc2)nc1N
→ i	.
> COC(=O)C1=C(C)NC(C)=C(C(=O)OC)C1c1ccco1
→ 1%	7
> C[C@H](O)Cc1cn(-c2cc3cc(C#Cc4ccsc4)ccc3oc2=O)nn1
→ ?	.
> Cc1nn(-c2ccccc2)c(C)c1/C=C/C(=O)OCC(=O)Nc1ccc(S(N)(=O)=O)cc1
→ 41%	2

# More results follow:
# Every second line gives: S3 lipid droplet	S3 lipid droplet cell count max
> CCOC(=O)c1ccc(NC(=O)c2nn(C)cc2Br)cc1
→ 15%	-2
> CC(=O)Oc1ccc(NC(=O)CCC2CCCCC2)c(C(=O)O)c1
→ 6%	-1
> O=S(=O)(Nc1ccc2c(c1)OCO2)c1ccccc1
→ i	.
> CC12CCC(=O)N1C(C(=O)Nc1cc(S(=O)(=O)N3CCCCCC3)ccc1OCC(F)(F)F)CS2 (centres undefined)
→ ?	.
> COc1cccc(NC(=O)CN(C)C(=O)c2cccc(S(=O)(=O)N3c4ccccc4CC3C)c2)c1 (centres undefined)
→ ?	.
> Cc1ccc(S(=O)(=O)n2ccc(-c3cccc(OCc4c(F)cccc4Cl)c3)n2)cc1
→ ?	.
> Brc1ccc(CN2CC[C@H]3C=CCc4cccc(c43)C2)cc1
→ ?	.
> CC(OC(=O)c1cccc(-n2cnnn2)c1)C(=O)NC1(C#N)CCCCC1 (centres undefined)
→ ?	.
> O=C(O)CCCCCCCCCC[n+]1ccccc1
→ -6%	3
> Cn1cc(NC(=O)c2cc(NC(=O)c3cc(NC=O)cn3C)cn2C)cc1C(=O)NCCC(=N)N
→ 0%	1
> COc1ccc(N2CCN(S(=O)(=O)c3cn(C)cn3)CC2)cc1
→ ?	.
> CC(C)c1nc(SCC(=O)NCC2CCCO2)c2c(=O)n(C)c(=O)n(C)c2n1 (centres undefined)
→ ?	.
> Cc1ccc(F)c(C2C3C=CCC(c4cccc(-c5ccc(N(C)C)cc5)c4)C3C(=O)N2Cc2ccccc2)c1 (centres undefined)
→ 4%	3
> COC(=O)c1ccccc1NC(=O)CCc1ccccc1
→ ?	.
> COC(=O)CCCC1=CC2=C(c3ccccc3)C(=O)C(C)(OC(=O)C3CCCC3)C(=O)C2=CN1Cc1ccc(OC)cc1 (centres undefined)
→ ?	.
> O=C(Cn1nc(C(F)(F)F)cc1C1CC1)NCc1ccccc1F
→ -6%	-2
> CCOc1ccc(/C=C/C(=O)N(CC)CC(=O)NCc2cccs2)cc1OC
→ 24%	.
> CC(C)=C1C2CCC1C1C(=O)N(NC(=O)c3ccco3)C(=O)C21 (centres undefined)
→ 1%	4
> COc1ccc(S(=O)(=O)N2CCCCCC2)cc1C(=O)N(C)CC(=O)Nc1cc(C)ccc1C
→ ?	.
> CC(C)(C)NC(=O)CN(c1cccc([N+](=O)[O-])c1)S(=O)(=O)c1ccccc1
→ ?	.
> COc1ccc(C(=O)NC2CC2)cc1OC1CCN(Cc2ccccc2F)CC1
→ -8%	11
> O=C(OCc1cc(=O)n2c(n1)sc1ccccc12)c1ccc(O)cc1
→ ?	.
> Cc1ccc(NC(=O)NCCCc2ccccc2)cc1
→ i	.
> CN(C)c1oc(-c2ccc(OCc3ccc(Cl)cc3)cc2)nc1C#N
→ ?	.
> Cc1cc(C)n(-c2nc(SCC(=O)Nc3nccs3)c3c4c(sc3n2)COC(C)(C)C4)n1
→ ?	.
> O=S(=O)(Nc1cc(Cl)ccc1N1CCOCC1)c1ccccc1Cl
→ 16%	-17
> CCOC(=O)c1cc2ccc(OC(=O)c3ccco3)cc2oc1=O
→ 11%	.

# An excerpt; count on the stated rates, not on these rows.
